Assay outcomes (PubChem BioAssay)
BLM helicase inh – qHTS Assay for Inhibitors of Bloom's syndrome helicase (BLM); RecQ-like DNA helicase BLM (Homo sapiens), P54132; recombinant BLM DNA unwinding, fluorescence dequenching; Potency, µM (top dose mostly 56.1 µM), without a hit: at the top dose activity change, negative = inhibition, actives largely listed as inhibitors; 350,000 tested, 0.2% active;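 also: potency is read from the fitted curve at half-maximal effect; plate controls were vehicle for no effect and no enzyme for full effect; nearly all actives have a fitted effect of over 35% in size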
GRP78 ERSR act – qHTS for Inducers of the Endoplasmic Reticulum Stress Response (ERSR) in Human Glioma: qHTS; 420,000 tested, 0.02% active; U87-MG GRP78 promoter luciferase reporter, 16 h; AID 602332, 2012; Potency, µM, without a hit: at the highest dose activation, usual class: activators; also: potency is read from the fitted curve at half-maximal effect; series mostly up to about 76 µM; % of control where 0% means no effect; nearly all actives have a fitted effect of over 35% in size
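Stably transfected U87-MG human glioma cells carrying a GRP78-based luminescent sensor were seeded at 1000 cells/well, pin-dosed with compounds and incubated 16 h. Luciferase reagent was then added, and end-point luminescence was read after 10 min at room temperature.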
POLK inh – qHTS for Inhibitors of Polymerase Kappa. DNA polymerase kappa (Homo sapiens), Q9UBT6. purified Pol kappa, fluorescent DNA synthesis assay, 10 min. Potency, µM (top dose mostly 107 µM), inactives show at the top dose activity, negative = inhibition, actives largely listed as inhibitors. 400,000 tested, 0.53% active. AID 588579, 2011; also: potency is read from the fitted curve at half-maximal effect; % is scaled to controls: 0 for no effect and ±100 for the full control effect
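Inhibition of 10 nM Pol kappa is measured by a fluorescent read-out at 0 and 10 min following addition of 50 nM substrate (final), with a 15-min room-temperature compound preincubation.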
POLH inh – qHTS for Inhibitors of Polymerase Eta. DNA polymerase eta (Homo sapiens), Q9Y253. recombinant Pol eta, fluorescent DNA replication assay. Potency, µM (top dose mostly 114 µM), without a hit: top-dose activity change, negative = inhibition, hits mostly inhibitors. 390,000 tested, 1.2% active; also: potency is read from the fitted curve at half-maximal effect; % is scaled to controls: 0 for no effect and ±100 for the full control effect
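Pol eta at 10 nM preincubated with compounds 15 min at room temperature; reaction started with fluorescent substrate (50 nM final) and read kinetically at 0 and 10 min.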
Anesthetic bind – qHTS Assay for Identification of Novel General Anesthetics. Ferritin light chain (Equus caballus), P02791. apoferritin/1-aminoanthracene competitive binding, fluorescence. Potency, µM (titrated, usually from 77.5 µM), for inactives: top-dose activity change, negative = displacement, most hits filed as inhibitors. 350,000 tested, 0.074% active. AID 485281, 2010; also: potency is read from the fitted curve at half-maximal effect; % is scaled to controls: 0 for no effect and ±100 for the full control effect; nearly all actives have a fitted effect of over 20% in size
Target sequence (P02791 2-175 limits assumed): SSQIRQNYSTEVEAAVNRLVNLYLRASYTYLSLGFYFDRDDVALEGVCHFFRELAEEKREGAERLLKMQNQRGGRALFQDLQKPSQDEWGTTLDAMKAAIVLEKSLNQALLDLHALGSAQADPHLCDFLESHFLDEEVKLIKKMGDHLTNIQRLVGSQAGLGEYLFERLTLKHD
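10 uM apoferritin + 50% sat. 1-AMA, PBS; cpd 10 min RT; Ex380/Em535 endpoint; normalized to free probe vs complex; 4-param Hill fit; propofol titration as pos. ctrl.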
LDHA block – qHTS assay for inhibitors of human lactate dehydrogenase; 480,000 tested, 0.15% active; purified LDHA, NADH/diaphorase-resazurin fluorescence; active compounds read low; activity change, % (values are at about 110 or 230 µM); in the data active = activity change below about -30%; inconclusive = mostly about -25% to -30%;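 also: plate controls were DMSO wells for no effect and wells without enzyme for full effect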
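LDH5 2 nM; NADH 0.06 mM, pyruvate 0.2 mM; 200 mM Tris pH 7.4, EDTA, Tween-20; 5 min RT. Detection: diaphorase 0.133 mg/mL + resazurin 37 µM, fluorescence ex540/em590 at 0 and 20 min; normalized to enzyme-free and DMSO wells.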
APE1 inh – qHTS Assay for Inhibitors of the Human Apurinic/apyrimidinic Endonuclease 1 (APE1); DNA repair nuclease/redox regulator APEX1 (Homo sapiens), P27695; recombinant APE1, TAMRA/BHQ-2 abasic DNA cleavage fluorescence; Potency, µM (doses to about 65.8 µM), for the others: at the top dose activity change, negative = inhibition, hits mostly inhibitors; 350,000 tested, 0.35% active;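 also: potency is read from the fitted curve at half-maximal effect; plate controls were vehicle for no effect and reference inhibitor for full effect; nearly all actives have a fitted effect of over 55% in size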
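APE1 at 0.75 nM final was preincubated with compound 15 min at room temperature, then 50 nM double-stranded THF abasic-site substrate (5'-TAMRA/3'-BHQ-2) was added. Fluorescence (ex 525/em 598 nm) was read kinetically; third-minus-first read gave activity.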
Pol iota inh – qHTS for Inhibitors of Polymerase Iota; 390,000 tested, 1% active; Pol iota fluorescent replication assay, 10 min; Potency, µM (top dose mostly 115 µM), inactives show top-dose activity, negative = inhibition, usual class: inhibitors; also: potency is read from the fitted curve at half-maximal effect
Target sequence (Q9UNA4 whole entry, looked up): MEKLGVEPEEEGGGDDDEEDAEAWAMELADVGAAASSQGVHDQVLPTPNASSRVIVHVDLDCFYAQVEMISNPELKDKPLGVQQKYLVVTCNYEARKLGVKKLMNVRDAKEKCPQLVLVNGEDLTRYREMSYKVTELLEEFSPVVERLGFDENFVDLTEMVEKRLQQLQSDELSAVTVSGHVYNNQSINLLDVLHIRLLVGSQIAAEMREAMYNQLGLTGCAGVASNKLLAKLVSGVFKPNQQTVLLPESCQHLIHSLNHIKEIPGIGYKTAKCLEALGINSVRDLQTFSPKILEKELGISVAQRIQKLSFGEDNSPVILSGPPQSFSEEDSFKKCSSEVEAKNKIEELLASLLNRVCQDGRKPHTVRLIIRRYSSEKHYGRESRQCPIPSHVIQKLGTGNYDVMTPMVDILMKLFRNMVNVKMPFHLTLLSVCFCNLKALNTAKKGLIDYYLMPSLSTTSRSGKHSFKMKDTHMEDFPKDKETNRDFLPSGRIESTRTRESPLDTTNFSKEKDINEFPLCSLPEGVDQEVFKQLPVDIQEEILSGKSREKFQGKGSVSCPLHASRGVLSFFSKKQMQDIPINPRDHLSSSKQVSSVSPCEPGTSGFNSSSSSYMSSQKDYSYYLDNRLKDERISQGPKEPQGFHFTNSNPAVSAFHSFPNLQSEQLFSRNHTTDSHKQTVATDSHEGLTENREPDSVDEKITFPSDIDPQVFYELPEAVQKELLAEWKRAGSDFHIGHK
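Fluorescent replication assay read twice, at 0 min and 10 min after adding 50 nM (final) substrate. Enzyme (10 nM) and compounds were first incubated 15 min at room temperature; enzyme-free buffer wells were negative controls.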
POLB inh – qHTS Assay for Inhibitors of DNA Polymerase Beta; P06746; Pol beta primer extension/strand displacement, fluorescence kinetic; Potency, µM (highest dose often 114 µM), inactives show at the highest dose activity change, negative = inhibition, actives largely listed as inhibitors; 340,000 tested, 1.3% active; also: potency is read from the fitted curve at half-maximal effect; % is scaled to controls: 0 for no effect and ±100 for the full control effect
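Pol beta (10 nM) was preincubated with compound for 15 min at room temperature. The reaction was then started with 50 nM substrate and read immediately and after a further 10 min at room temperature.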
The depositor's hits bear a star; ? = inconclusive; . = not tested or not shown; & = joins results of further samples; [ ] = another dose, or the depositor's remark. Unless noted, calls follow the shape of the dose curve; as a rule, active = well fitted curve in the direction sought with a large enough effect; inconclusive = small, poorly fitted or top-dose-only effect, or another doubt; inactive = no such curve, though single readings can be large; an effect the other way counts as inactive or inconclusive. An excerpt; count on the stated rates, not on these rows.

SMILES	BLM helicase inh	GRP78 ERSR act	POLK inh	POLH inh	Anesthetic bind	LDHA block	APE1 inh	Pol iota inh	POLB inh
Cc1ccn(CC(=O)O)c(=O)c1	0%	-4%	2%	-9%	-9%	1	1%	-3%	2%
CSc1nnc2c(n1)OC(c1cn(C)c3ccccc13)N(C(C)=O)c1ccccc1-2 (configuration not stated)	3%	-3%	9%	-11%	-7%	3	0%	-10%	0%
O=c1c2c(-c3ccccc3)csc2ncn1/N=C/c1cccc([N+](=O)[O-])c1O	-6%	-1%	-19%	1%	?	1	1%	-25%	-21%
O=C(/N=C1\NC(=O)C(F)(C(F)(F)F)S1)NC1CCCCC1 (configuration not stated)	-6%	4%	-8%	6%	3%	-1	-2%	?	-29%
COCCn1c(=NC(=O)c2ccc(S(=O)(=O)N3CCCc4ccccc43)cc2)sc2cc(S(C)(=O)=O)ccc21	-4%	-2%	-5%	-18%	-10%	1	2%	27%	48%
COC(=O)c1c(NC(=O)CSc2nnnn2-c2ccccc2)sc2c1CCC(C)C2 (configuration not stated)	-11%	-2%	-10%	5%	3%	-5	-3%	4%	35%
O=c1c2cc(NC(=S)NC3CCCC3)ccc2nc2n1CCCCC2	-2%	4%	-1%	6%	-17%	-3	-9%	65%[activator]	-10%
CNc1nc2ccccc2n1CC(=O)c1ccccc1	-1%	5%	-8%	-19%	-6%	-2	2%	149%[activator]	3%
O=C(O)C1=C[C@H](C2CC2)C[C@H](OCCCCO)O1	-1%	-6%	-8%	-11%	-1%	-1	11%	67%[activator]	32%
CCC1(C)Cc2c(sc3nc4n(c(=O)c23)CCCS4)CO1 (configuration not stated)	.	0%	-5%	-15%	.	1	.	30%[activator]	.
Cc1ccc(CNC(=O)c2sc3nc[nH]c(=O)c3c2C)cc1	4%	.	-3%[60.1 µM]	.	53%[activator]	-8	.	-6%	6%
C=CCNC(=O)COC(=O)c1cccnc1Nc1ccccc1F	-2%	5%	-16%	3%	1%	-2	-3%	63%[activator]	1%
O=C(Cc1ccc(Cl)cc1)NCCc1c[nH]c2ccccc12	.	9%	-1%	-9%	.	0&-4	.	13%	.
O=C(c1ccc(Br)cc1)c1cc2ccc(O)cc2oc1=O	2%	6%	-6%	4%	-2%	0	-16%	10%	-2%
COc1ccc(C2/C(=C(/O)c3ccc(C)cc3)C(=O)C(=O)N2c2ccccn2)cc1OC (configuration not stated)	-3%	-1%	10%	4%	-16%	1	-2%	-4%	4%
CC(C)(C)c1ccc(C(=O)N/N=C/c2ccc(OCCCF)cc2)cc1	-1%	-6%	-4%	-1%	-18%	-13	5%	138%[activator]	25%
CCN(Cc1ccccc1)C(=O)c1ccccc1C	0%	-3%	-15%	-1%	-21%	-9	3%	-4%[58.9 µM]	-15%
COc1cc([N+](=O)[O-])cc(/C=N/NC(=O)C(C)Nc2ccccc2C)c1O (configuration not stated)	-3%	-7%	-10%	-10%	-9%	17	2%	4%	-3%
CCOc1ccc2nc(N3C(=O)/C(=C/c4ccccc4)NC3=S)sc2c1	-9%	-4%	-2%	?	2%	-2	1%	-16%	0%[57.1 µM]
CN1c2ccccc2N(C)C1(C)c1ccccc1	-4%	-4%	-22%	-19%	-6%	33	3%	-7%	-23%

The last six records of the part above come first, to join the parts.
SMILES	BLM helicase inh	GRP78 ERSR act	POLK inh	POLH inh	Anesthetic bind	LDHA block	APE1 inh	Pol iota inh	POLB inh
COc1ccc(C2/C(=C(/O)c3ccc(C)cc3)C(=O)C(=O)N2c2ccccn2)cc1OC (configuration not stated)	-3%	-1%	10%	4%	-16%	1	-2%	-4%	4%
CC(C)(C)c1ccc(C(=O)N/N=C/c2ccc(OCCCF)cc2)cc1	-1%	-6%	-4%	-1%	-18%	-13	5%	138%[activator]	25%
CCN(Cc1ccccc1)C(=O)c1ccccc1C	0%	-3%	-15%	-1%	-21%	-9	3%	-4%[58.9 µM]	-15%
COc1cc([N+](=O)[O-])cc(/C=N/NC(=O)C(C)Nc2ccccc2C)c1O (configuration not stated)	-3%	-7%	-10%	-10%	-9%	17	2%	4%	-3%
CCOc1ccc2nc(N3C(=O)/C(=C/c4ccccc4)NC3=S)sc2c1	-9%	-4%	-2%	?	2%	-2	1%	-16%	0%[57.1 µM]
CN1c2ccccc2N(C)C1(C)c1ccccc1	-4%	-4%	-22%	-19%	-6%	33	3%	-7%	-23%
Cc1cc(-c2nc3cccnc3s2)ccc1NS(=O)(=O)c1ccc2c(c1)OCCO2	-4%	-2%	-12%	-8%	9%	-14	12%	?	10%
O=S(=O)(c1cccc(Cl)c1Cl)N1CCCCC1	-3%	-2%	-6%	-19%	-2%	2	-3%	30%	0%
O=C1c2ccccc2C(Nc2ccc(S(=O)(=O)N3CCOCC3)cc2)N1c1cccnc1 (configuration not stated)	1%	0%	5%	-2%	-11%	-1	-3%	3%	3%
COc1ccc(-c2nc(C)c(CCNC(=O)C(=O)Nc3ccccc3F)s2)cc1	-1%	2%	-8%[60.1 µM]	-7%	6%	-10	.	5%	5%
CCCCSc1nnc([C@H](C)NC(=O)OC(C)(C)C)o1	3%	-2%	-6%	-5%	2%	-2	9%	13%	2%
Cc1cccc(C)c1-n1nnnc1C1(Nc2ccccc2)CCCCC1	-9%	-2%	-6%	-25%	-8%	2	-6%	14%	1%
Cc1c(NC(=O)C(C)OC(=O)c2ccc(Cl)nc2)c(=O)n(-c2ccccc2)n1C (configuration not stated)	2%	0%	-14%	-13%	1%	-7	3%	32%[activator]	-14%
COc1ccc(/C=C2/N=C(SCC(=O)Nc3cc(C)on3)N(c3ccccc3)C2=O)cc1	3%	-8%	-4%	-8%	-12%	-1	-3%	22%	31%
c1nnc(-c2ccc3c(c2)OCO3)o1	2%	0%	-1%	-22%	-4%	-3	?	108%[activator]	-8%
COc1cc(NC(=O)CN(c2ccc(C)cc2)S(=O)(=O)c2c(C)nn(C)c2C)cc(OC)c1	-6%	0%	-8%	-14%	-16%	3	-1%	-4%	-17%
Cc1ccc(CCNC(=O)c2cn(C)c3ccc(S(=O)(=O)N4CCC(C)CC4)cc3c2=O)cc1	-5%	-1%	-2%	-7%	-9%	-2	.	?	29%
O=C(CCc1nnc2ccc(N3CCC4(CC3)OCCO4)nn12)NCc1ccc(F)cc1	0%	-5%	3%	3%	-6%	0	21%	-3%	62%
CCCCNC(=O)N1CCN(c2ncccn2)CC1	0%	1%	13%	-5%	0%	1	17%	-11%	-2%
O=C1CS/C(=C\S(=O)(=O)c2ccc(Cl)cc2)N1	-1%	-3%	5%	-6%	-15%	4	-7%	?	-8%
COCc1nc2c([nH]1)c(=O)n(C)c(=O)n2CC(C)C	3%&-3%	-1%&-3%&2%&-4%&-3%	3%[60.1 µM]	-4%	.	0	34%&-2%&-6%&1%&0%	-2%	4%[57.1 µM]
Cc1cc(C(=O)Nc2ccccc2C(=O)O)ccc1NC(=O)COc1cccc([N+](=O)[O-])c1	2%	-6%	-2%	-18%	0%	-7	3%	27%	0%
O=C(Nc1ncc(Cc2ccc(SC(F)F)cc2)s1)c1ccccc1	-6%	2%	-6%	-23%	-11%	-8	-6%	22%	54%
Cc1cccc(OCC(=O)N2CCCc3ccccc32)c1	-3%	-4%	0%	-8%	?	-4	0%	8%	1%
CCOc1ccc(NCc2cccn2-c2nnc(N3CCC(C(=O)NCCCN4CCCCC4CC)CC3)s2)cc1 (configuration not stated)	-8%	-6%	-2%	-21%	-2%	3	19%	31%	0%
Cc1ccnc(NS(=O)(=O)c2cccc3nsnc23)c1	-1%	-1%	-1%	-10%	-5%	-2	-3%	11%	1%
S=c1[nH]nc(-c2ccc3c(c2)OCO3)n1-c1ccccc1	3%	-1%	-7%	-3%	-2%	4	4%	4%	25%
COc1ccccc1C(=O)Nn1c(-c2cccs2)nc2ccccc2c1=O	-7%	?	-23%[60.1 µM]	-1%	8%	-4	4%	7%	4%
Cc1ccc2cc(C)c(NCCO)nc2c1	3%	-4%	-15%	-9%	-17%	-4	-4%	10%	0%
CCCCN(C)CCNC(=O)CSCc1ccc(C)cc1	2%	-3%	1%	-29%	-6%	-23	4%	33%	-1%
O=C(O)CCC(=O)Nc1nc2ccc([N+](=O)[O-])cc2s1	-5%	-1%	3%	-19%	-7%	-5	3%	71%[activator]	4%
COc1ccc(C(C(=O)NC(C)(C)C)N(CCC(C)C)C(=O)CCC(=O)Nc2cc(C)on2)cc1 (configuration not stated)	-4%	-1%	-2%	-9%	-19%	2	4%	-10%	18%
COc1cccc(C(=O)NCCC(=O)NCc2cc(=O)n(C)c(=O)n2C)c1	-1%	2%	8%	1%	-1%	0	15%	28%	6%
O=C1NC(N2CCOCC2)=N/C1=C/c1ccc2c(c1)OCO2	-2%	-3%	-3%	-5%	-17%	-5	-2%	80%[activator]	-3%
CSCCC1NC(=O)N(CC(=O)Nc2cccc3ccccc23)C1=O (configuration not stated)	1%	-4%	-5%	-16%	-23%	-3	-5%	-13%	1%
CCOC(=O)/C(=N\Nc1ccccc1[N+](=O)[O-])c1csc(Nc2ccccc2)n1	-8%	-3%	-15%	-11%	-6%	-7	-4%	5%	?
CCCNC(=O)c1nn2c(C(F)(F)F)cc(-c3ccccc3)nc2c1Cl	-2%	-7%	1%	-17%	-7%	-5	52%[activator]	126%[activator]	8%
C#Cc1ccc([C@H]2C=C(C(=O)N3CCN(Cc4ccc5c(c4)OCO5)CC3)O[C@@H](OCc3ccc(CO)cc3)C2)cc1	-3%	-4%	-15%	-6%	-6%	1	-1%	-11%	29%
